# Ub-GFP proteasome: proteasome inhibitors stabilizing ubiquitin-GFP reporter | Ubiquitin-GFP reporter cells, proteasome inhibition, GFP fluorescence; response scale: untreated = 0%, 10 µM MG-132 = 100% | 67,000 tested, under 10 active | Potency, µM (top dose mostly 45.9 µM), for the others: top-dose activation (GFP accumulation), most hits filed as activators | AID 526; active = well fitted activation curve with a large enough effect, not every such curve was filed as active; inconclusive = small, poorly fitted or top-dose-only effect, or another doubt; inactive = no such curve, though single readings can be large or run the other way; also: potency is read from the fitted curve at half-maximal effect
#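 GFP accumulation read-out: laser plate cytometry counting ubiquitin(G76V)-GFP-expressing U2OS cells after 4 hr compound exposure at 37 °C. Titrations spanned 46 uM to 2.9 nM; 0% = basal, 100% = 10 uM MG-132; concentration-response curves fitted.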
# GFP derepression: epigenetic GFP locus derepression in mouse cells. hit rate 0.09% among 68,000. AID 597. mouse C127i GFP locus derepression, cytometry, 30 h. Potency, µM (series often up to 46.1 µM), inactives show at the top dose GFP derepression (activation); also: % of control where 0% means no effect
#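 Murine C127i mammary cells carrying a silenced, stably integrated CMV-driven GFP reporter were treated with compound for 30 hours at 37 C. After PBS washes, GFP-positive cells were counted by laser-scanning microplate cytometry.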
# CRE Fsk mod: CRE-bla signaling modulation under forskolin stimulation | AID 662 | Potency, µM (titrated, usually from 38.2 µM), for the others: at the highest dose activity change, negative = inhibition, usual class: activators | hit rate 2.5% among 71,000 | CHO CRE-bla reporter (cAMP response element driving beta-lactamase), forskolin EC10, beta-lactamase ratio; active = well fitted activation curve with a large enough effect in the signal ratio, with a control signal flat, not every such curve was filed as active; inconclusive = small, poorly fitted or top-dose-only effect, or effect the other way, or a change in a side signal; the % refers to the signal ratio; also: potency is read from the fitted curve at half-maximal effect; % of control where 0% means no effect
#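 CRE-bla CHO reporter cells treated with compound titration plus EC10 NKH 477 (water-soluble forskolin), incubated 3 h at 37 °C; CCF4 loading 2 h at room temperature, 460/530 nm emission ratio read, AC50 values derived for positive or negative modulators.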
# HBB splice mod: modulators of hemoglobin beta chain splicing | HBB splicing reporter cell assay, activation; EGFP reporter with mutant IVS2-654 intron; response scale: normalised to 500 nM splice-correcting PNA | Potency, µM (top dose mostly 46.1 µM), without a hit: at the top dose activation, actives largely listed as activators | hit rate 0.06% among 65,000 | AID 925; also: potency is read from the fitted curve at half-maximal effect; 0% is about no effect
#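 Compounds were applied for 2 days to HeLa EGFP-654 cells, 500/well in Optimem with 2% FCS. The reporter's EGFP is disrupted by mis-splicing of beta-globin intron IVS2-654. Readout: summed well GFP fluorescence from 488 nm laser scanning; reference was 500 nM antisense […] 654 PNA.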
# Tau fil binding: tau filament binding. P10636. recombinant tau filaments, thioflavin S fluorescence, 15 h; filaments grown with octadecylsulfate alongside compound. Potency, µM (series often up to 57.1 µM), without a hit: at the highest dose activity change, negative = inhibition. hit rate 2% among 71,000. AID 596;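 also: potency is read from the fitted curve at half-maximal effect; % is scaled to controls: 0 for no effect and ±100 for the full control effect; actives lower thioflavin S fluorescence by blocking filaments or displacing dye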
#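 Assay mix: 1 uM His-tagged tau, 30 uM sodium octadecylsulfate, thioflavine S dye in HEPES/NaCl/DTT buffer. Compound is added prior to the inducer. Fluorescence after 15 h at 37 C.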
# ALOX15 inhib: blocks human 15-lipoxygenase activity. P16050. AID 887. Potency, µM (doses to about 57.1 µM), inactives show at the top dose activity change, negative = inhibition, actives largely listed as inhibitors. hit rate 1.4% among 74,000. purified 15hLO-1, xylenol orange hydroperoxide absorbance; also: potency is read from the fitted curve at half-maximal effect; % is scaled to controls: 0 for no effect and ±100 for the full control effect; nearly all actives have a fitted effect of over 55% in size
#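 Readout: Fe(III)-xylenol orange absorbance, 573-to-405 nm ratio as reaction progress. Enzyme 40 nM purified human 15hLO-1, substrate 50 uM arachidonic acid, 6 min RT after 15 min compound preincubation; Hepes pH 7.5 buffer with Triton X-100.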
# Hsp90 Hop PPI: changes Hsp90-Hop TPR2A binding signal, up or down | AlphaScreen TPR2A-His6 binding biotin-Hsp90 C-terminal peptide | Potency, µM (titrated, usually from 57 µM), inactives show at the top dose activity change, negative = inhibition | hit rate 0.44% among 71,000 | AID 595; active = well fitted curve in either direction with a large enough effect; inconclusive = small, poorly fitted or top-dose-only effect, or another doubt; also: potency is read from the fitted curve at half-maximal effect; % is scaled to controls: 0 for no effect and ±100 for the full control effect; many of its hits are not listed in these tables
# HADH2 inhib: blocks human hydroxyacyl-CoA dehydrogenase type II. AID 886. hit rate 3.4% among 73,000. recombinant HADH2, NADH fluorescence, beta-hydroxybutyryl-CoA. Potency, µM (titrated, usually from 57.1 µM), without a hit: at the top dose activity change, negative = inhibition, actives largely listed as inhibitors; also: potency is read from the fitted curve at half-maximal effect; % is scaled to controls: 0 for no effect and ±100 for the full control effect; nearly all actives have a fitted effect of over 60% in size; many of its hits are not listed in these tables
# Target sequence (Q99714 whole entry, looked up, one chain of several): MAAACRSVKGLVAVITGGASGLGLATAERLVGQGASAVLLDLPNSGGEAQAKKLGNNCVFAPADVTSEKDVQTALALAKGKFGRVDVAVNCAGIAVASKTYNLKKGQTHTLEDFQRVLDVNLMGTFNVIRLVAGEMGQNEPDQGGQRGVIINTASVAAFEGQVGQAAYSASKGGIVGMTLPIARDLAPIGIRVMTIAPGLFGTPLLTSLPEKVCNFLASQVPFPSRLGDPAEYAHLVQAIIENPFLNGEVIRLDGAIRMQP
#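 Activity measured as NADH fluorescence gain (360/450 nm), taken as the change between first and last reads of a 4-min kinetic run. Conditions: pH 9.0 Tris buffer, 20 nM E. coli-expressed His-tagged enzyme, 1 mM NAD+, 90 uM beta-hydroxybutyryl-CoA; 15-min compound preincubation.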
# Pol III holo inh: DNA polymerase III holoenzyme inhibition. reconstituted DNA polymerase III holoenzyme replication, biochemical. Potency, µM (doses to about 57.1 µM), for the others: at the highest dose activity change, negative = inhibition. hit rate 0.25% among 71,000. AID 603; also: potency is read from the fitted curve at half-maximal effect; % is scaled to controls: 0 for no effect and ±100 for the full control effect
#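 Reconstituted *E. coli* holoenzyme (0.35 nM Pol III, 1 nM beta, 154 nM SSB, 2 nM primase) was preincubated with compound for 15 min at RT. Synthesis on 1.4 nM ssM13Gori ran 35 min, then was stopped with PicoGreen/EDTA and read as dsDNA fluorescence.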
# ERK AVP inh: inhibitors of vasopressin-stimulated ERK signaling pathway. HEK293-V1b, vasopressin-stimulated pERK AlphaScreen. Potency, µM (series often up to 57.5 µM), without a hit: top-dose activity, negative = inhibition, usual class: inhibitors. hit rate 0.99% among 72,000. AID 995; also: potency is read from the fitted curve at half-maximal effect; % is scaled to controls: 0 for no effect and ±100 for the full control effect; nearly all actives have a fitted effect of over 55% in size
#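 HEK293 cells stably expressing V1b receptor, seeded overnight in 1% FBS, were treated with compounds for 30 min at 37C, then stimulated 5 min with 25 nM vasopressin; phospho-ERK read by AlphaScreen SureFire after lysis.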
# FLuc inh: blocks Photinus pyralis firefly luciferase activity. Potency, µM (titrated, usually from 57.1 µM), for the others: at the top dose activity change, negative = inhibition, usual class: inhibitors. purified firefly luciferase, luminescence, 8 min. AID 411. P08659. hit rate 2.2% among 72,000; also: potency is read from the fitted curve at half-maximal effect; % is scaled to controls: 0 for no effect and ±100 for the full control effect; nearly all actives have a fitted effect of over 40% in size
# Target sequence (P08659 whole entry, looked up): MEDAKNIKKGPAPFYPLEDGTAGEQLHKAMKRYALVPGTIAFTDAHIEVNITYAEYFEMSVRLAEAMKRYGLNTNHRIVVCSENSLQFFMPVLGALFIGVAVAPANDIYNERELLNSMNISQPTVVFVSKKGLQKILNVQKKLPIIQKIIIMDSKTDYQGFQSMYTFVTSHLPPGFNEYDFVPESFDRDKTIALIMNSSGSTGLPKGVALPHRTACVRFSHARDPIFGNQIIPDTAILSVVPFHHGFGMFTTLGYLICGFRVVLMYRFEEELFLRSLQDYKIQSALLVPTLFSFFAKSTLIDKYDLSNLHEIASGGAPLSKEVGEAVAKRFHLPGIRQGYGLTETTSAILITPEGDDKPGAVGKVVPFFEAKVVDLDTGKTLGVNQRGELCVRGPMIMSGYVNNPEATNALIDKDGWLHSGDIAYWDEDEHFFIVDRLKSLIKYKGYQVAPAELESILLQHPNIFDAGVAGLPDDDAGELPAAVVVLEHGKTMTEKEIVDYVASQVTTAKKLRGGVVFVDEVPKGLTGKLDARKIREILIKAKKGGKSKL
#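 Titration-based qHTS; buffer 50 mM imidazole pH 7.2, 50 mM KCl, 7 mM MgCl2, 10 uM ATP, 0.01% Tween 20, 0.05% BSA; luciferase/luciferin detector mix added after compound; 8 min, ambient; luminescence.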
# * marks the source's active call; other numbers are inactive results; ? = inconclusive; / = no result given; [ ] = dose if it differs, or a comment. Unless noted, calls follow the shape of the dose curve; as a rule, active = well fitted curve in the direction sought with a large enough effect; inconclusive = small, poorly fitted or top-dose-only effect, or another doubt; inactive = no such curve, though single readings can be large; an effect the other way counts as inactive or inconclusive. These rows are one share of the data. The share of hits here may be higher or lower than overall.
mol	ALOX15 inhib	Pol III holo inh	HBB splice mod	CRE Fsk mod	FLuc inh	HADH2 inhib	Tau fil binding	Hsp90 Hop PPI	ERK AVP inh	GFP derepression	Ub-GFP proteasome
CCC(=O)N1CCc2cc(S(=O)(=O)NC(C(=O)NC(C)c3ccccc3)C(C)C)ccc21 (centres undefined)	-2%	-17%	0.7%	-6%	1%	8%	15%	1%	7%	0%	11%
Cc1ccc(-n2nnnc2SCc2nnc(-c3ccccc3Br)o2)cc1	-8%	-10%	-0.3%[57.5 µM]	7%	-1%	-7%	-3%	7%	-11%	0%	-3%
CCOC(=O)c1cc(-c2ccccc2)sc1N	?	-3%	-0.1%	17%	-10%	2µM*	25µM*	-16%	-11%	-2%	-5%
CC1CCC(C(C)C)C(OC(=O)CSc2n[nH]c(=O)[nH]c2=O)C1 (centres undefined)	6%	-1%	1.1%[0.369 µM]	-8%	-4%	-7%	-9%	0%	-19%	0%	/
COc1cc(C(c2sc3nc(C)nn3c2O)N2CC(C)CC(C)C2)cc(OC)c1OC (centres undefined)	3%	-3%	-0.5%	10%	0%	-11%	2%	4%	/	/	-1%
CNC(=O)c1ccccc1-c1ccccc1	3%	1%	0.5%	9%	0%	-11%	-8%	?	17%	-3%	-12%
c1ccc(-n2c(-c3ccncc3)nnc2-c2ccco2)cc1	0%	-5%	/	18%	2%	-2%	-26%	-2%	20%	0%	-3%
COc1cc(C(C)=O)ccc1OCC(=O)c1cc(C)n(C2CC2)c1C	-3%	-5%	0.1%[57.5 µM]	9%	-6%	1%	-1%	-8%	16%	-2%	-1%
CCOc1ccc(-c2nnn(CC(=O)Nc3cc(OC)cc(OC)c3)n2)cc1OCC	6%	-1%	/	15%	1%	9%	172%	0%	-29%	3%	5%
C=CCn1c(SCC(=O)Nc2ccc(N(C)C)cc2)nnc1-c1cccc(C)c1	-17%	14%	0.8%[1.84 µM]	-7%	-12%	3%	25µM*	-13%	?	-2%	7%
C1=CCC(/C=N/n2cnnc2)CC1 (centres undefined)	6%	-7%	0.1%[57.5 µM]	-6%	1%	7%	-6%	1%	-6%	2%	-1%
COCc1nc2ccccc2n1CCCOc1ccccc1	3%	-4%	1.6%	4%	1%	13%	-6%	0%	-13%	1%	-2%

# Profiles as entered above.
# COCc1nc2ccccc2n1CCCOc1ccccc1 is listed with ALOX15 inhib: 3%; Pol III holo inh: -4%; HBB splice mod: 1.6%; CRE Fsk mod: 4%; FLuc inh: 1%; HADH2 inhib: 13%; Tau fil binding: -6%; Hsp90 Hop PPI: 0%; ERK AVP inh: -13%; GFP derepression: 1%; Ub-GFP proteasome: -2%
# CC1CCC(C(C)C)C(OC(=O)CSc2n[nH]c(=O)[nH]c2=O)C1 (centres undefined) is listed with ALOX15 inhib: 6%; Pol III holo inh: -1%; HBB splice mod: 1.1%[0.369 µM]; CRE Fsk mod: -8%; FLuc inh: -4%; HADH2 inhib: -7%; Tau fil binding: -9%; Hsp90 Hop PPI: 0%; ERK AVP inh: -19%; GFP derepression: 0%; Ub-GFP proteasome: /

# Later entries
mol	ALOX15 inhib	Pol III holo inh	HBB splice mod	CRE Fsk mod	FLuc inh	HADH2 inhib	Tau fil binding	Hsp90 Hop PPI	ERK AVP inh	GFP derepression	Ub-GFP proteasome
CCOc1ccc(N2C(=O)CC(SCCN)C2=O)cc1 (centres undefined)	3%	-5%	/	2%	-23%	10%	8%	0%	-4%	0%	-1%
O=C(NC1CCCCC1)N1CCN(Cc2nc3ccccc3c(=O)[nH]2)CC1	6%	1%	-0.5%[57.5 µM]	-11%	-1%	-2%	7%	-1%	-1%	-1%	3%
CCn1c(=O)c(-c2ccccc2)c(O)c2ccccc21	2%	1%	0.0%[57.5 µM]	?	1%	9%	-11%	?	5%	-2%	-4%
c1ccc(-c2ccc(-c3nc(-c4ccncc4)no3)cc2)cc1	4%	0%	-1.5%	5%	3.2µM*	10%	29%	-1%	15%	-2%	6%
CCc1c(C)sc(NC(=O)c2cccs2)c1C(=O)OC(C)C	-1%	-11%	-0.6%	?	2%	-6%	10%	25µM*	106%[activator]	0%	-6%
Brc1ccc(C2=Nn3c(nnc3-c3ccncc3)SC2)cc1	7%	-8%	/	0%	0%	4%	9%	4%	-12%	-2%	4%
C=CCn1cnc2c(c1=O)c1nc3ccccc3nc1n2/N=C/c1cccc(OC)c1	1%	-7%	2.8%[57.5 µM]	?	1%	23%	3.2µM*	-3%	-20%	2%	-3%
CC1C2C(c3ccccc3)N(C)C(=O)N(C)C2N(C)C(=O)N1C (centres undefined)	3%	-1%	-0.6%	-17%	3%	-3%	152%	1%	2%	0%	-3%
COc1cc(NC(=O)CCn2c(=O)[nH]c3ccsc3c2=O)cc(OC)c1	1%	-1%	-2.3%	-13%	2%	-1%	2%	0%	14%	-2%	6%
COc1ccc(C2=NOC3(CC(=O)N(c4ccc(C)cc4)C3=O)C2)c(OC)c1 (centres undefined)	-6%	-3%	-0.8%[57.5 µM]	-2%	2%	9%	-5%	1%	-8%	4%	0%
C/C=C/c1ccc(OCCCN2C(=O)NC(C)(C)C2=O)c(OC)c1	-6%	3%	0.4%	?	1%	9%	-2%	-4%	-18%	-3%	8%
COc1ccccc1NC(=O)Nc1c(C)n(C)n(-c2ccccc2)c1=O	4%	-8%	-1.6%	2%	0%	-4%	-3%	-2%	16%	0%	8%
COc1ccccc1CC(=O)Nc1ccc(O)cc1C(=O)O	5%	-6%	1.9%	-1%	-1%	?	6%	0%	-1%	-3%	11%
COc1ccc(C)cc1NS(=O)(=O)c1cn(C)c(=O)n(C)c1=O	4%	2%	-0.8%	-3%	3%	-10%	-10%	-1%	/	/	9%
CCOC(=O)c1cnn(-c2cc(C)nc3c(-c4ccccc4)c(C)nn23)c1N	6%	6%	-0.9%[1.84 µM]	24%	5%	9%	-13%	2%	2%	-2%	18%
COC(=O)COc1ccc2c(=O)c(Oc3ccccc3)c(C)oc2c1	8%	-6%	-0.8%[9.22 µM]	27%	-1%	9%	12%	-2%	-6%	4%	7%
COCCCn1c(=N)c(C(=O)NCc2ccc3c(c2)OCO3)cc2c(=O)n3cccc(C)c3nc21	3%	-1%	-1.9%[57.5 µM]	-6%	1%	6%	3.2µM*	-2%	-4%	?	3%
CCCCOc1ccccc1NC(=O)CSc1nnnn1C(C)(C)C	-10%	4%	-1.3%	2%	-4%	-1%	-12%	15%	18%	2%	1%
CCCC(=O)Nc1ccc(N2CCN(C(=O)c3cccs3)CC2)cc1	3%	-4%	0.5%	?	3%	12%	-1%	-3%	0%	-2%	19%
COc1ccc(C2C(C#N)=C(N)Oc3c2oc(CO)cc3=O)c(OC)c1OC (centres undefined)	-5%	-1%	-0.9%	19%	3%	0%	-6%	-4%	-18%	-1%	-13%
O=C(O)CCc1nc(-c2ccccc2)no1	9%	-2%	3.2%[1.84 µM]	1%	2%	9%	9%	-1%	12%	-2%	-7%
O=C(c1cc(S(=O)(=O)N2CCCCC2)ccc1F)N1CCCCC1	-10%	-4%	4.8%[1.84 µM]	?	-1%	11%	4%	0%	26%	0%	0%
COc1ccc(CN(C(=O)c2oc3ccccc3c2C)C2CCS(=O)(=O)C2)cc1OC (centres undefined)	2%	-1%	-1.4%	23%	-2%	11%	2%	-6%	-4%	0%	2%
O=C1CSC(c2cn(-c3ccccc3)nc2-c2cc3ccccc3oc2=O)N1Cc1ccco1 (centres undefined)	-10%	-5%	1.6%	12%	-1%	32µM*	-5%	-2%	1%	-3%	-7%
